M5 antag: human M5 muscarinic receptor antagonists, primary screen, CHO cells, Fluo-8 calcium fluorescence | inhibition, % at 3 µM | AID 624040, 2012 | 360,000 tested, 0.59% active | CHO-hM5 cells, ACh EC80;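 active = inhibition above a per-plate cutoff, the mean of that plate's test compounds plus 3 SD, cut at about 27% in these data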;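 also: 0% = acetylcholine EC80 with DMSO and 100% = DMSO without agonist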
Target sequence (P08912 whole entry, looked up): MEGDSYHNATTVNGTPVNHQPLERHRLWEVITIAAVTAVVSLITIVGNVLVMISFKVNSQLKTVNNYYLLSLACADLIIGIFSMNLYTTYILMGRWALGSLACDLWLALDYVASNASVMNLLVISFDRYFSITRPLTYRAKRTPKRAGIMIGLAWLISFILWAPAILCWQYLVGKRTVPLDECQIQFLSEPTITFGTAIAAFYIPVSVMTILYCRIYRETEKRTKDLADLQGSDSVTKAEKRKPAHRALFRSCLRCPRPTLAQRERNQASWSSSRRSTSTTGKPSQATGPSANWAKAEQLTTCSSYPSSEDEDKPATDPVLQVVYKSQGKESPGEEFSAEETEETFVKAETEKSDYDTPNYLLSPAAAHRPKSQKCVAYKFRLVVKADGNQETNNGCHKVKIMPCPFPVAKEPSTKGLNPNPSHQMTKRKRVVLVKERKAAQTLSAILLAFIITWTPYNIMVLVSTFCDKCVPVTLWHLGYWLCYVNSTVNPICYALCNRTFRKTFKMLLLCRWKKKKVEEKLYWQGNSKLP
CHO-K1 Ca antag: M1 antagonist counterscreen hit in parental CHO-K1 cells | ATP-induced calcium, Fluo-8 fluorescence | inhibition, % at 3 µM | 360,000 tested, 0.6% active | AID 602250;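 active = inhibition above a per-plate cutoff, the plate's mean sample inhibition plus 3 SD, cut at about 24% in these data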;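 also: 0% = DMSO plus EC80 ATP and 100% = DMSO alone without ATP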
CHO-K1 Ca PAM: nonselective calcium activators in parental CHO-K1 cells, primary screen, counter-screen for M1 PAM project, cell-based, Fluo-8 calcium fluorescence, full deck, 1536-well; ATP EC20; 0% at ATP EC20, 100% at ATP max; activation, % at 3 µM; 360,000 tested, 0.02% active;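 active = activation above the run cutoff, the mean activation of all test compounds plus 3 SD, cut at about 40% in these data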;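 also: peak over basal fluorescence ratio in a 140 s read after ATP addition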
CHRM4 PAM: human M4 muscarinic receptor positive allosteric modulators, primary screen, CHO-K1 cells, Fluo-8 calcium fluorescence; activation, % at 3 µM; Muscarinic acetylcholine receptor M4 (Homo sapiens), P08173; CHO-K1 hM4/Gqi5, ACh EC20; 0% = ACh EC20, 100% = maximal ACh; 360,000 tested, 0.4% active; AID 624126, 2012;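 active = activation above its plate's cutoff, the mean activation of sample wells plus 3 SD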; also: some results filed as inactive read as strong as hits
Target sequence (P08173 whole entry, looked up): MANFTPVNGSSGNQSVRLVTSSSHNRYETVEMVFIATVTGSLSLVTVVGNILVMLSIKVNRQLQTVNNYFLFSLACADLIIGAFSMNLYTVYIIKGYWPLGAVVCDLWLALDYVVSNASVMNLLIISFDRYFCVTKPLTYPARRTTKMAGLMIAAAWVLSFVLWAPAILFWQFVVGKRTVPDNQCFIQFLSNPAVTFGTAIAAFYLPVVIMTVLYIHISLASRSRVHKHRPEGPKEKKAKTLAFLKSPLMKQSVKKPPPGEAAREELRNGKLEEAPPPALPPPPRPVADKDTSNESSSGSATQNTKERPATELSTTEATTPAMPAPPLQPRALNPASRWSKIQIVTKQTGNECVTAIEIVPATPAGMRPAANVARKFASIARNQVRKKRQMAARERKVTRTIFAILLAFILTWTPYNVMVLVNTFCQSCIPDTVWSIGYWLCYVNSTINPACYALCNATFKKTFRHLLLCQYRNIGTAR
M5 ag: human M5 muscarinic receptor agonists, primary screen, CHO-K1 cells, Fluo-8 calcium fluorescence; Muscarinic acetylcholine receptor M5 (Homo sapiens), P08912; CHO-K1 hM5 cells; 0% DMSO wells, 100% maximal acetylcholine response; activation, % at 3 µM; 360,000 tested, 0.19% active; AID 624037, 2012;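 active = activation above the run's mean over test compounds plus 3 SD, cut at about 23% in these data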;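 also: signal is peak over basal fluorescence ratio across the kinetic read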
M4 ag: human M4 muscarinic receptor agonists, primary screen, CHO-K1 cells, Fluo-8 calcium fluorescence | Muscarinic acetylcholine receptor M4 (Homo sapiens), P08173 | CHO-K1 hM4/Gqi5; vehicle 0%, full acetylcholine response 100% | activation, % at 3 µM | 360,000 tested, 0.14% active | AID 624127, 2012;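 active = activation above the run mean over all test wells plus 3 SD, cut at about 32% in these data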;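 also: peak over basal fluorescence ratio per well then scaled between controls; 0% = DMSO wells and 100% = acetylcholine at EC100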
M4 antag: human M4 muscarinic receptor antagonists, primary screen, CHO cells, Fluo-8 calcium fluorescence. AID 624125, 2012. CHO-hM4 cells, ACh EC80. 360,000 tested, 0.73% active. inhibition, % at 3 µM;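 active = inhibition above its plate's cutoff, the mean inhibition of sample wells plus 3 SD, cut at about 27% in these data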;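 also: 0% = acetylcholine EC80 with DMSO and 100% = DMSO without agonist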
M1 ag parental: counter-screen for M1 agonists: effect in parental CHO-K1 cells; Fluo-8 calcium fluorescence; scaled to maximal ATP response, vehicle zero; activation, % at 3 µM; 360,000 tested, 0.48% active; in the data active = activation above about 15%;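 also: untransfected CHO-K1 host cells lacking M1 receptor as counterscreen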
CHRM5 PAM: human M5 muscarinic receptor positive allosteric modulators, primary screen, CHO-K1 cells, Fluo-8 calcium fluorescence | activation, % at 3 µM | CHO-K1 hM5, ACh EC20 PAM; 0% = ACh EC20, 100% = ACh EC100 | AID 624038, 2012 | 360,000 tested, 0.3% active | Muscarinic acetylcholine receptor M5 (Homo sapiens), P08912;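 active = activation above the run cutoff, the mean activation of all test compounds plus 3 SD, cut at about 18% in these data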
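Assay system – human M5 receptor in CHO-K1 cells · Read-out – % activation, ACh-normalized · Technique – Fluo-8 calcium fluorescence · Dosing – single-point, 3 µM nominal · Incubation – Fluo-8 loading 80 min at 37 °C plus 30 min room temperature · Repeats – singlicate, one well per test compound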
* marks the source's active call; other numbers are inactive results. Compounds as they come; overall some 2.7% were active at least once.

SMILES | M5 antag | CHO-K1 Ca antag | CHO-K1 Ca PAM | CHRM4 PAM | M5 ag | M4 ag | M4 antag | M1 ag parental | CHRM5 PAM
COc1ccc(Cc2nc3ccccc3n2C)cc1 | 12 | -3 | 17 | 0 | 0 | 1 | 1 | 0.2 | 4
CCn1cc(CN2CCC(Oc3ccc(C(=O)N4CCCCC4)cc3)CC2)cn1 | 8 | 14 | -20 | -2 | -7 | 0 | 1 | 0.0 | 0
C[C@@]12C(=O)N(CC3CCCO3)CC(=O)N1[C@H]1c3ccccc3OC[C@@H]1[C@@H]2c1ccccc1 (some centres undefined) | 9 | -2 | -7 | -1 | 5 | 1 | 3 | -0.1 | 0
Cc1cc(NS(=O)(=O)c2ccc(NC(=S)NC(=O)c3ccncc3)cc2)no1 | 7 | -9 | 0 | -1 | -1 | 0 | 2 | -0.2 | 1
O=S(=O)(c1cccc2nsnc12)N1CCN(C/C=C/c2ccccc2)CC1 | -4 | -3 | 5 | 6 | -3 | 2 | 7 | 0.8 | 2
CC1CCCCN1C(=O)CSc1nnc(-c2ccccc2F)o1 (centres undefined) | 5 | -12 | -7 | 2 | -2 | 3 | -3 | 0.8 | -1
COc1cccc(CSC(C(=O)O)c2ccccc2)c1 (centres undefined) | 0 | 2 | 18 | 5 | 0 | 0 | -6 | 4.3 | 0
O=C1NC(c2ccccc2)=C(c2ccc3ccccc3n2)C(c2ccccc2)N1 (centres undefined) | 0 | -2 | 18 | 2 | 1 | 1 | 0 | 0.7 | 2
Cc1cc(C)n(Cc2ccccc2)c(=O)c1S(=O)(=O)c1ccccc1 | 3 | -17 | 29 | 12 | -2 | 1 | -1 | 0.9 | 1
COc1ccc(OC)c(NC(=O)CN2CCc3ccccc3C2)c1 | 9 | -16 | 13 | -3 | -4 | 0 | 0 | 0.9 | -2
CSc1ccc(CN(C)C(C)C(=O)Nc2ccc(F)c(F)c2F)cc1 (centres undefined) | 1 | -20 | 22 | -5 | 2 | -2 | -7 | 0.5 | 4
COc1ccc(C(=O)Nc2nnc(S(=O)(=O)N3CCOCC3)s2)cc1 | -5 | -12 | 19 | 4 | -4 | 0 | 1 | 1.1 | 1
Cc1ccc(NC(=S)c2ccccc2)cc1 | 1 | -11 | 22 | 2 | -6 | 0 | 0 | -0.3 | -3
O=[N+]([O-])c1ccc(/C=N/N2CCN(Cc3ccccc3)CC2)cc1 | -8 | -2 | -1 | -10 | -7 | 1 | 2 | 0.4 | -11
CCN(CC)S(=O)(=O)c1ccc2[nH]c(=O)cc(C(=O)Nc3cccc(C(C)=O)c3)c2c1 | -5 | -8 | -11 | -3 | -5 | 1 | -15 | 0.1 | -3
O=C(N/N=C/c1ccccc1[N+](=O)[O-])c1cnccn1 | 6 | -10 | 10 | -9 | 4 | 1 | 2 | -0.3 | 1
CCOC(=O)N1CCN(C(=O)c2nc3ccccc3s2)CC1 | -5 | -17 | 14 | -1 | 4 | -1 | 6 | 0.5 | -2
O=C(CSc1nnc(C2CC2)n1C1CC1)c1ccc(F)c(F)c1 | 18 | 0 | -7 | 1 | 0 | 0 | 2 | -0.2 | 1
Cn1cccc1C(=O)C(=O)Nc1ccc(F)c(F)c1 | 4 | -12 | -1 | -5 | -2 | 2 | -2 | 1.2 | -2
COC(=O)[C@H]1C[C@@]2(O)CN(S(=O)(=O)c3ccc(C)cc3)C[C@@]2(OC(=O)NCc2ccc(OC)c(OC)c2)C[C@H]1C(=O)OC | -12 | -9 | 10 | 3 | 1 | 2 | -10 | 0.3 | 4
CCC(C)(C(=O)NC1CCCC1)N(C(=O)c1cnccn1)c1c(C)n(C)n(-c2ccccc2)c1=O (centres undefined) | 10 | 4 | 14 | 1 | -1 | 0 | -1 | 0.3 | -4
Cc1nc2ccc(NC(=O)c3ccc(S(=O)(=O)N(C)C)cc3)cc2s1 | 7 | -6 | -6 | 4 | 3 | 9 | -2 | 2.1 | 2
O=C(COc1cc2oc(=O)c3c(c2cc1Cl)CCC3)Nc1ccccn1 | 4 | -8 | 2 | -5 | 1 | 0 | 3 | -0.1 | 1
Fc1ccccc1CSc1ncn[nH]1 | 0 | 1 | 6 | 10 | -1 | 2 | 1 | 0.1 | 2
O=C(/C=C/c1ccco1)Nc1ccc2nc3n(c(=O)c2c1)CCCC3 | 5 | -10 | 22 | -1 | -3 | 0 | -4 | 1.8 | -5
CC1(c2ccc([N+](=O)[O-])c(CS(=O)(=O)c3ccccc3)c2)OCCO1 | -3 | -7 | 11 | -2 | 0 | 2 | 5 | 1.1 | 6
COc1c(Cl)cc(Cl)cc1C(=O)Nc1ccc(C(=O)O)cc1 | 8 | -3 | 26 | -1 | 3 | 1 | 12 | 4.6 | 1
Cc1ccc(-n2nc3c(=O)n(CC(=O)NCc4ccc(C)o4)nc(C)c3c2C)cc1 | -14 | -10 | 2 | -5 | -4 | 0 | 7 | 0.1 | 6
CCOC(=O)c1ccc(N2C(=O)C3C(C2=O)C(C(=O)c2ccc(Cl)cc2)N2CCCC32)cc1 (centres undefined) | -7 | -3 | 4 | 10 | -4 | 1 | -8 | 0.2 | 11
CCCC1=C(C(=O)OCC)C(c2c(C)nn(-c3ccccc3)c2Cl)C(C#N)=C(N)O1 (centres undefined) | 11 | 3 | 13 | -3 | 0 | 4 | 14 | 2.5 | -11
CCn1c(Cc2ccc(OC)cc2)nnc1SCC(=O)Nc1ccc(N2CCOCC2)cc1 | 4 | -4 | -2 | -8 | -1 | 1 | -2 | 1.1 | 2
CCCCCCNC(=O)O[C@@]12CN(S(=O)(=O)c3ccc(C)cc3)C[C@]1(O)Cn1c(=O)n(CCCCCC)c(=O)n1C2 | -10 | -8 | 17 | 9 | -1 | 1 | -10 | 0.4 | 3
CCOC(=O)N1CCN(C(=O)C(C)c2ccc([N+](=O)[O-])cc2)CC1 (centres undefined) | -12 | -8 | 19 | 9 | -16 | 0 | 2 | 1.2 | -4
O=C(O)CCCNS(=O)(=O)c1cccs1 | 3 | -10 | 20 | 1 | 0 | 0 | 5 | 0.5 | -2
O=C(NCCCO)NC(=S)c1cccc2ccccc12 | 0 | -11 | 5 | -2 | -5 | 1 | 3 | 0.3 | -4
CCOC(=O)c1cnn(CCOC(=O)c2cccs2)c1NC(=O)c1cccs1 | 4 | -8 | -5 | -1 | 3 | 1 | -1 | 0.3 | -6

In a second layout: six of the compounds above.
structure,M5 antag,CHO-K1 Ca antag,CHO-K1 Ca PAM,CHRM4 PAM,M5 ag,M4 ag,M4 antag,M1 ag parental,CHRM5 PAM
CCOC(=O)c1cnn(CCOC(=O)c2cccs2)c1NC(=O)c1cccs1,4,-8,-5,-1,3,1,-1,0.3,-6
CCCC1=C(C(=O)OCC)C(c2c(C)nn(-c3ccccc3)c2Cl)C(C#N)=C(N)O1 (centres undefined),11,3,13,-3,0,4,14,2.5,-11
Fc1ccccc1CSc1ncn[nH]1,0,1,6,10,-1,2,1,0.1,2
O=C1NC(c2ccccc2)=C(c2ccc3ccccc3n2)C(c2ccccc2)N1 (centres undefined),0,-2,18,2,1,1,0,0.7,2
COc1ccc(C(=O)Nc2nnc(S(=O)(=O)N3CCOCC3)s2)cc1,-5,-12,19,4,-4,0,1,1.1,1
Cc1nc2ccc(NC(=O)c3ccc(S(=O)(=O)N(C)C)cc3)cc2s1,7,-6,-6,4,3,9,-2,2.1,2

The list continues:
SMILES | M5 antag | CHO-K1 Ca antag | CHO-K1 Ca PAM | CHRM4 PAM | M5 ag | M4 ag | M4 antag | M1 ag parental | CHRM5 PAM
O=C(CCn1nc(-c2ccc(Cl)cc2)ccc1=O)N1CCN(c2ccccn2)CC1 | 9 | 6 | 15 | 2 | 0 | 5 | -10 | 2.2 | -14
CC1=CCC[C@@H]2[C@@](C)(CC/C(C)=C/C(=O)O)[C@H](C)CC[C@@]12C | 11 | -11 | 7 | -5 | -6 | -1 | -3 | -0.1 | 1
CCCn1c(SC(C)C(=O)NC2CCCC(C)C2C)n[nH]c1=O (centres undefined) | 1 | -12 | 11 | 3 | 0 | 1 | -6 | 0.8 | -6
COc1cc(/C=C/C(=O)Nc2nc3ccc(S(=O)(=O)NC(C)C)cc3s2)cc(OC)c1OC | 14 | 3 | 6 | 1 | 0 | 4 | 3 | 1.7 | -5
COc1cc(-c2nc(-c3ccncc3)no2)cc(OC)c1OC | -10 | -3 | 4 | 8 | 1 | 1 | -21 | 0.0 | 2
COc1cnc(-c2ccccn2)nc1Oc1ccc(C(C)(C)C)cc1 | 3 | -18 | 14 | -2 | 4 | 4 | -6 | 0.7 | 0
COc1ccc(C(C)(C)C)cc1NC(=O)CN1C(=O)C(=O)N(Cc2ccco2)C1=O | 1 | -13 | 5 | 12 | 1 | 0 | -23 | -0.7 | 5
CC(=O)c1ccc(NS(=O)(=O)c2ccc3c(c2)N(C(C)=O)CCO3)cc1 | 14 | 3 | -22 | -2 | -1 | 1 | 14 | 1.0 | -5
CCC(CC)c1nn2c(N)c(/C=C3\C=Nc4ccccc43)c(=O)nc2s1 | 8 | -7 | 15 | 6 | 2 | 1 | -8 | 1.0 | 2
COC(=O)Cn1c(O)c(N=NC(=O)c2ccc3c(c2)OCO3)c2ccccc21 | 5 | -14 | 12 | 0 | -2 | 0 | -8 | 0.6 | 4
Cc1cc2cc(CNC(=O)c3ccc(S(=O)(=O)N4CCCCC4)cc3)ccc2n1C | 0 | 4 | -1 | -7 | 2 | 6 | 16 | 1.8 | -8
O=C(Nc1ccon1)c1sc2cc(F)ccc2c1Cl | -2 | -14 | 14 | 1 | -5 | 1 | -10 | 2.0 | 1
CCOc1ccc(NC(=O)CN2CCN(CC(=O)Nc3ccccc3OC)CC2)cc1 | -4 | -14 | 15 | 2 | -5 | 4 | -5 | 1.7 | -1

Screens from PubChem.
